Luciferase inh – qHTS Assay for Inhibitors of Firefly Luciferase | Luciferin 4-monooxygenase (Photinus pyralis), P08659 | purified firefly luciferase, luminescence, 8 min | Potency, µM (highest dose often 57.1 µM), for the others: top-dose activity change, negative = inhibition, hits mostly inhibitors | hit rate 2.2% among 72,000; also: potency is read from the fitted curve at half-maximal effect; % is scaled to controls: 0 for no effect and ±100 for the full control effect; nearly all actives have a fitted effect of over 40% in size
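Firefly luciferase (PKLight detection mix) with 10 uM ATP in pH 7.2 imidazole buffer (KCl, MgCl2, Tween 20, BSA). Compounds tested across a concentration series (qHTS). Luminescence read after 8 min at ambient temperature.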
Caspase-7 inhib – qHTS Assay for Allosteric/Competitive Inhibitors of Caspase-7; P55210; recombinant caspase-7, Ac-DEVD-AFC fluorescence rate; Potency, µM (doses to about 57.5 µM), inactives show at the highest dose activity change, negative = inhibition, usual class: inhibitors; hit rate 0.02% among 75,000; AID 889, 2007; active = well fitted inhibition curve with a large enough effect in the main read-out, with a control signal flat, not every such curve was filed as active; inconclusive = small, poorly fitted or top-dose-only effect, or a change in a side signal; also: potency is read from the fitted curve at half-maximal effect; % of control where 0% means no effect
USP2a inhib – qHTS Assay for Inhibitors of Ubiquitin-specific Protease USP2a; Ubiquitin carboxyl-terminal hydrolase 2 (Homo sapiens), O75604; USP2a enzymatic assay, qHTS inhibition; Potency, µM (highest dose often 38.3 µM), for the others: at the top dose activity change, negative = inhibition, most hits filed as inhibitors; hit rate 0.1% among 60,000; AID 927, 2007;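 also: potency is read from the fitted curve at half-maximal effect; nearly all actives have a fitted effect of over 60% in size; plate controls were DMSO for no effect and NEM full inhibition control for full effect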
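20 nM USP2 core + cpd, 30 min RT; add 20 nM Ub-PLA2/20 uM NBD C6-HPC; read Ex460/Em535 at 0 h and 2.5 h. Normalized to NEM; qHTS curve fit/classification.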
CRE-bla Fsk – Cell signaling CRE-BLA (Fsk stim); CHO CRE-bla reporter (cAMP response element driving beta-lactamase), forskolin EC10, beta-lactamase ratio; Potency, µM (series often up to 38.2 µM), for the others: at the top dose activity change, negative = inhibition, usual class: activators; hit rate 2.5% among 71,000; AID 662, 2007; active = well fitted activation curve with a large enough effect in the signal ratio, with a control signal flat, not every such curve was filed as active; inconclusive = small, poorly fitted or top-dose-only effect, or effect the other way, or a change in a side signal; the % refers to the signal ratio; also: potency is read from the fitted curve at half-maximal effect; % of control where 0% means no effect
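The 460nm/530nm emission ratio after CCF4 loading defined %Activity, from which AC50 values were obtained. CRE-bla CHO cells received compound dilution series together with an EC10 level of NKH 477 for 3 hours at 37 degrees Celsius.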
ERK AVP block – qHTS Assay for Inhibitors of the ERK Signaling Pathway using a Homogeneous Screening Assay; HEK293-V1b, vasopressin-stimulated pERK AlphaScreen; Potency, µM (series often up to 57.5 µM), inactives show at the highest dose activity, negative = inhibition, actives largely listed as inhibitors; hit rate 0.99% among 72,000; also: potency is read from the fitted curve at half-maximal effect; % is scaled to controls: 0 for no effect and ±100 for the full control effect; nearly all actives have a fitted effect of over 55% in size
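HEK293 cells stably expressing V1b receptor, seeded overnight in 1% FBS, were treated with compounds for 30 min at 37C, then stimulated 5 min with 25 nM vasopressin; phospho-ERK read by AlphaScreen SureFire after lysis.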
Caspase-1 inhib – qHTS Assay for Allosteric/Competitive Inhibitors of Caspase-1; AID 900, 2007; Potency, µM (series often up to 57.5 µM), without a hit: at the highest dose activity change, negative = inhibition, usual class: inhibitors; Caspase-1 enzyme, Ac-WEHD-AFC fluorogenic rate; hit rate 0.03% among 75,000; P29466;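 also: potency is read from the fitted curve at half-maximal effect; plate controls were vehicle for no effect and no substrate for full effect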
Tau fil binding – qHTS Assay for Tau Filament Binding; Microtubule-associated protein tau (Homo sapiens), P10636; recombinant tau filaments, thioflavin S fluorescence, 15 h; filaments grown with octadecylsulfate alongside compound; Potency, µM (titrated, usually from 57.1 µM), for the others: at the highest dose activity change, negative = inhibition; hit rate 2% among 71,000; AID 596, 2007;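 also: potency is read from the fitted curve at half-maximal effect; % is scaled to controls: 0 for no effect and ±100 for the full control effect; actives lower thioflavin S fluorescence by blocking filaments or displacing dye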
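Assay mix: 1 uM His-tagged tau, 30 uM sodium octadecylsulfate, thioflavine S dye in HEPES/NaCl/DTT buffer. Compound is added prior to the inducer. Fluorescence after 15 h at 37 C.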
BRCT PPI red – qHTS Assay for Inhibitors of BRCT-Phosphoprotein Interaction (Red Fluorophore). Potency, µM (titrated, usually from 76.9 µM), for inactives: at the top dose activity change, negative = inhibition, actives largely listed as inhibitors. hit rate 0.03% among 75,000. Breast cancer type 1 susceptibility protein (Homo sapiens), P38398. BRCT-phosphopeptide binding, red fluorescence polarization; also: % is scaled to controls: 0 for no effect and ±100 for the full control effect
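Fluorescence polarization: 100 nM His-tagged BRCA1 BRCT with 100 nM TAMRA-labelled phospho-BACH1 decapeptide, phosphate buffer pH 7.3 with 150 mM NaCl, DTT, 0.01% Tween 20; 12 min RT. Binding inhibition seen as FP decrease.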
HEK293 cAMP cs – qHTS Assay for Agonists of the Thyroid Stimulating Hormone Receptor: Activators of Intracellular cAMP Concentrations in Parental HEK 293; hit rate 2.5% among 73,000; AID 938, 2007; parental HEK293 CNG cAMP sensor, membrane potential fluorescence; Potency, µM (highest dose often 57.1 µM), for inactives: at the top dose activation, most hits filed as activators; also: potency is read from the fitted curve at half-maximal effect; % of control where 0% means no effect; nearly all actives have a fitted effect of over 55% in size
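Parental HEK 293 cells stably expressing a cAMP-gated CNG channel were loaded with membrane potential dye containing 100 uM RO 20-1724 for 60 min. Compound added for 30 min; depolarization read as fluorescence intensity at 590 nm.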
A350 fluor – qHTS Assay for Spectroscopic Profiling in A350 Spectral Region. Compound autofluorescence, 340/450 nm, Alexa 350 dye-equivalents; hits give high values. hit rate 11% among 59,000. max dye-equivalent concentration, M; in the data active = max dye-equivalent concentration above about 10 nM; inconclusive = mostly about 1.1 nM to 9.6 nM
BRCT inh green – qHTS Assay for Inhibitors of BRCT-Phosphoprotein Interaction (Green Fluorophore) | Breast cancer type 1 susceptibility protein (Homo sapiens), P38398 | BRCA1 BRCT-phosphopeptide binding, green fluorescence polarization | Potency, µM (series often up to 76.9 µM), for the others: at the top dose activity change, negative = inhibition, usual class: inhibitors | hit rate 0.05% among 75,000;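 also: potency is read from the fitted curve at half-maximal effect; plate controls were peptide without protein for full effect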
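Compounds were incubated for 12 min at room temperature with a complex of 100 nM fluorescein-tagged pBACH1 decapeptide and 250 nM His-tagged BRCT protein. Buffer was phosphate pH 7.3 with EDTA, DTT and Tween 20. Disruption of binding lowers the polarization signal.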
Starred values were filed as active, the others as inactive; i = inactive; u = inconclusive; x = not tested or not shown; & = joins results of further samples; [ ] = remark or other dose. Unless noted, calls follow the shape of the dose curve; as a rule, active = well fitted curve in the direction sought with a large enough effect; inconclusive = small, poorly fitted or top-dose-only effect, or another doubt; inactive = no such curve, though single readings can be large; an effect the other way counts as inactive or inconclusive.

SMILES | Luciferase inh | Caspase-7 inhib | USP2a inhib | CRE-bla Fsk | ERK AVP block | Caspase-1 inhib | Tau fil binding | BRCT PPI red | HEK293 cAMP cs | A350 fluor | BRCT inh green
O=C(Nc1ccc2c(c1)OCO2)C1CCN(S(=O)(=O)c2ccc3c(c2)OCCO3)CC1 | 3% | 2% | 11% | 0% | -4% | -3% | -5% | -0.4% | 4% | i | -0.8%
CCN1CCCC1CNC(=O)C1CCN(Cc2nc(-c3cccc(Br)c3)oc2C)CC1 (stereo unspecified) | -1% | -2% | 13% | 3% | -9% | -1% | 18% | -0.1% | 6% | i | -0.9%
CC(=O)c1cccc(NC(=O)C2CCCC2)c1 | -5% | 1% | 2%[7.66 µM] | u | -3% | -2% | -1%[11.4 µM] | 0.2% | 4%[11.4 µM] | x | -0.9%
COc1ccc(C2=NOC(C(=O)N3CCCCCC3)C2)cc1OC (stereo unspecified) | -1% | 0% | 3% | u | -15% | 0% | -6% | -1.8% | 10%[2.29 µM] | i | -3.0%
CN(CCCNC(=O)c1cn(C)c2ccc(S(=O)(=O)N(C)C)cc2c1=O)c1ccccc1 | 1% | -4% | x | 13% | -15% | -5% | 6% | 1.0% | 1% | x | -1.2%
COC(=O)c1ccc(CSc2nc(C(F)(F)F)c3c(c2C#N)CCC3)o1 | -16% | -21% | 30%[activator] | u | u | u | u | -2.1% | u | 2.7e-08M* | 4.3%
COC(=O)Cn1c2ccc(OC)cc2c2nc3ccccc3nc21 | 1% | 2% | 1% | -9% | -4% | 1% | 4% | -0.4% | -1% | i | -0.5%
S=c1sc2c(N3CCOCC3)ncnc2n1-c1ccccc1 | -19% | 2% | x | 5% | x | -1% | 98% | -0.2% | 2% | x | -0.5%
CC1(C)C(=O)C(c2ccccc2)=C2CN3C(=O)N(CCc4ccccc4)C(=O)C3(Cc3ccc(F)cc3)C=C21 (stereo unspecified) | x | -2% | x | -19% | -8% | -6% | 0% | -0.3% | 21% | x | -0.4%
C=CCOC(=O)C1=C(C)NC(=O)NC1c1cn(-c2ccccc2)nc1-c1cccs1 (stereo unspecified) | -1% | -2% | 30%[activator] | u | -5% | -2% | -9% | -0.1% | 10% | i | 2.8%
COc1cc(OC)c(C(C)=O)c(O)c1C | x | -3% | -2% | x | -30% | 0% | x | -3.0% | x | x | -0.6%[3.08 µM]
CN1CCN(CCC=C2c3ccccc3Sc3ccc(S(=O)(=O)N(C)C)cc32)CC1 | 3% | -6%&3% | 53%&22%[activator] | 1% | -13%&29% | -2%&4% | 49% | 0.7%&-0.7% | u | u | -3.2%[3.08 µM]
COc1ccc(Cn2c(=O)n(Cc3ccco3)c(=N)c3c4c(sc32)COC(C)(C)C4)cc1 | 1% | -3% | 26% | u | u | -6% | 195% | -1.9% | 9% | i | 1.3%
Cc1ccc(-n2c(=O)cc(N3CCC(C)CC3)[nH]c2=O)cc1 | -1% | -1% | 0% | -15% | 16% | -2% | -2% | 0.5% | 5% | i | 0.6%
CCn1cc(Br)c(C(=O)NC(C)c2ccccc2)n1 (stereo unspecified) | 1% | -2% | 8% | -2% | u | 1% | 2% | 0.7% | 4% | u | 1.7%
CN1CCN(c2ccncc2S(=O)(=O)N2CCN(C)CC2)CC1 | 2%[11.4 µM] | 0%[11.5 µM] | x | 12%[7.6 µM] | 7%[11.5 µM] | -2%[11.5 µM] | -4%[11.4 µM] | 0.8%[15.4 µM] | 0%[11.4 µM] | i | -0.4%[15.4 µM]
Cc1c(C(=O)NCc2ccoc2)oc2ccc3c(c12)C(=O)CC(C)(C)O3 | x | -8% | x | x | x | -4% | x | -0.3% | 30% | x | 1.0%
CC(C)NC(=O)Nc1cccs1 | x | -8% | x | x | x | -4% | x | -0.6% | 11% | x | 1.0%
O=C(COc1ccc(S(=O)(=O)N2CCCC2)cc1Cl)NCc1ccc2c(c1)OCO2 | -4% | -4% | 6% | -2% | u | -1% | 75% | -1.2% | 5% | i | -1.4%
O=C(O)c1cccc(S(=O)(=O)Nc2ccccc2Cl)c1 | 3% | -2% | 4% | u | 5% | -1% | -2% | -0.9% | -5% | i | -1.3%
O=C(c1ccco1)N1CCN(CC(=O)N(C2CCCCC2)C2CCS(=O)(=O)C2)CC1 (stereo unspecified) | 3% | 1% | 1% | -2% | 7% | 4% | 5% | -1.4% | 2% | i | -2.7%
Cc1cnn(-c2cc(Oc3ccccc3)ncn2)c1 | -16% | -1% | -3% | 13% | -1% | 0% | 6% | -0.6% | 3% | i | -3.7%
O=C(CN1CCN(c2ncccn2)CC1)N1CCN(C(c2ccccc2)c2ccccc2)CC1 | 1% | 0% | x | -11% | -24% | -1% | 21% | -5.5% | 9% | i | 3.0%
CCN(Cc1cc2ccccc2[nH]c1=O)C(=O)c1cccnc1 | 2% | 0% | -7% | u | -6% | -1% | -2% | 2.0% | 2% | i | -3.1%
COC(=O)c1ccc(C23CC4(C2)[C@H](CN(CC2CCCCC2)[C@@H]4c2ccccc2)C3c2ccccc2)cc1 (stereo partly specified) | x | -4% | x | x | -2% | -2% | x | 0.5% | x | x | 8.1%
CCCNC(=O)c1ccccc1NS(=O)(=O)c1ccc2c(c1)OCCO2 | 0% | 0% | 2% | 0% | -5% | -2% | -6% | 0.0% | 18% | i | 0.6%
c1ccc(CC2CCN(c3nc4ccccc4n4nnnc34)CC2)cc1 | 1% | -2% | 8% | u | 152%[activator] | -2% | 26% | 1.1% | 20% | 2.5e-07M* | 10%
CCCC(=O)Nc1cc(-c2nn(C)c(=O)c3ccccc23)ccc1N1CCCCC1 | 3% | 0% | 7% | 2µM* | u | -1% | 18% | 0.4% | 23% | u | -0.5%
Cc1cc(C)nc(NC2=NCC(=O)N2c2cc(Cl)cc(Cl)c2)n1 | -1% | 0% | 11% | 6% | -14% | -1% | 19% | -1.1% | -4% | i | 1.4%
COc1nc(Nc2cccc(C)c2)nc(N2CCCCC2)n1 | 0% | 0% | -12% | u | 4% | -2% | 7% | 1.2% | u | i | -0.5%
CN1CCc2c(sc3c2c(=O)n(-c2ccccc2)c2nncn32)C1 | 3% | -16% | 2% | -6% | u | -17% | -10% | -1.4% | u | 1.5e-08M* | -0.9%
CCOc1cc(NC(=O)c2ccco2)c(OCC)cc1NC(=O)c1cc(OC)c(OC)c(OC)c1 | 2% | -9% | 18% | u | -19% | -13% | 4% | -0.7% | u | 4.5e-08M* | -1.5%
Nc1ccccc1OCCOCCOc1ccccc1N | 3% | 0% | -1% | u | 18% | 0% | -4% | -0.9% | -2% | i | -1.5%
CC(Oc1ccccc1F)C(=O)NCCN1CCCCC1 (stereo unspecified) | 4% | 0% | 2% | 1% | -3% | -1% | -2% | -0.3% | 0% | x | -1.2%
N=c1c2c3c(sc2ncn1CCCN1CCOCC1)CCCCC3 | 0% | 0% | 4% | -5% | -9% | 1% | -1% | 0.3% | 18% | i | -0.2%
CCOC(=O)C1Cn2c(nc3c(c2=O)C(C)(C)Cc2ccccc2-3)S1 (stereo unspecified) | -3% | -6% | 31%[activator] | u | -6% | -4% | -23% | 0.1% | 12% | x | 1.5%
O=C(O)CSc1ncccc1[N+](=O)[O-] | 2%[11.4 µM] | -1%[11.5 µM] | x | -8%[7.6 µM] | 14%[11.5 µM] | -2%[11.5 µM] | -6%[11.4 µM] | -0.5%[15.4 µM] | 4%[11.4 µM] | i | -2.4%[15.4 µM]
COc1cc(Br)c(S(=O)(=O)Nc2c(C)n(C)n(-c3ccccc3)c2=O)cc1OC | 1% | 1% | 2% | -14% | -12% | 1% | -7% | -0.3% | 2% | i | -2.2%
O=C(c1ccc2ccccc2c1)N1CCN(c2ccc(O)cc2)CC1 | -3% | -1% | 33%[activator] | -16% | 8% | -2% | -2% | 0.9% | 6% | i | -2.4%

Screens: PubChem, National Center for Advancing Translational Sciences (NCATS)

Not a hit list; overall some 16% were active at least once.
